Bioassay records (PubChem BioAssay)
M1 antag = antagonists of human M1 muscarinic receptor | P11229 | CHO-K1 hM1, Fluo-8 calcium fluorescence, ACh EC80 antagonist | inhibition, % at 3 µM | 1.3% of 360,000 active;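 active means percent inhibition above its own plate's cutoff, namely the mean of that plate's compound wells plus 3 SD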;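 further: peak over basal fluorescence ratio during 140 s after agonist addition; 0% = ACh EC80 plus DMSO and 100% = DMSO alone without agonist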
TAAR1 agonist = human TAAR1 agonism. Q96RJ0. CHO RD-HGA16 TAAR1, Fluo-8 calcium fluorescence; vehicle wells 0%, saturating PEA agonist 100%. activation, % at 3 µM. 0.99% of 360,000 active;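 active means activation above the mean activation of all test compounds in the run plus 3 SD, cut at about 38% in these data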
Target sequence (Q96RJ0 whole entry, looked up): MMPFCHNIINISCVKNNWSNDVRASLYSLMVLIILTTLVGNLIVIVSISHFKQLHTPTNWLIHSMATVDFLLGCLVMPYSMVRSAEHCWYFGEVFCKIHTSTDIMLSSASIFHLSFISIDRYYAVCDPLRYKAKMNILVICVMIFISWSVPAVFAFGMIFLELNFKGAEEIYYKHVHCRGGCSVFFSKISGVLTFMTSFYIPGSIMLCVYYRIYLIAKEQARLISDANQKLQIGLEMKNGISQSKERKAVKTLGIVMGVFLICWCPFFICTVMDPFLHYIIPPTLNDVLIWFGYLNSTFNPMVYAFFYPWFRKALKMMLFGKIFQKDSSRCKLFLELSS
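System: CHO RD-HGA16 cells carrying human TAAR1 plus Gα16; Incubation: 17-24 h seeding, 75 min 37 °C dye, 30 min RT; Measured by: Fluo-8 fluorescence, 5 s baseline then 140 s kinetic read; Control set: DMSO and PEA EC100; Replication: single well for each compound.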
OXTR potentiator = potentiates the human oxytocin receptor response; P30559; CHO-OTR cells, Fluo-8 calcium fluorescence, potentiator mode; 0% = oxytocin EC15, 100% = EC100; activation, % at 3 µM; 0.061% of 320,000 active;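 active means activation above that plate's cutoff, the mean activation of tested compounds plus 3 SD, cut at about 6.6% in these data, passing the limit was not always enough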;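 further: 100% uses oxytocin at 75 nM as the full agonist control; some results filed as inactive read as strong as hits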
Target sequence (P30559 whole entry, looked up): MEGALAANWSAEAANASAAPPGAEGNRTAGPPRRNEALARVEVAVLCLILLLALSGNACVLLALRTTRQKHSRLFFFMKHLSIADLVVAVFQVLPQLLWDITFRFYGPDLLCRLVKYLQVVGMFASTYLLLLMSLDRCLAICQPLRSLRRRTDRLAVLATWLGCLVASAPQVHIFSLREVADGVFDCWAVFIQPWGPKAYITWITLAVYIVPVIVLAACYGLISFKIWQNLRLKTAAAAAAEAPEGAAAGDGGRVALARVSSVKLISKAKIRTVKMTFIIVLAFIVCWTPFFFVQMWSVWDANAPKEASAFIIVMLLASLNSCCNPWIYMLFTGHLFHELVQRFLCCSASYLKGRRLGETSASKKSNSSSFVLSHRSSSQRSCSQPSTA
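System: human OTR in CHO cells; Also added: sub-maximal oxytocin, roughly EC15; Timing: compound 6 min at room temperature before oxytocin, 100 s read; Technique: Fluo-8 intracellular calcium fluorescence, ex 470-495, em 515-575 nm; Controls: oxytocin EC15 low and EC100 high; Replication: singlicate.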
OXTR agonist = activates the human oxytocin receptor. activation, % at 3 µM. CHO-OTR cells, Fluo-8 calcium fluorescence; normalized: DMSO 0%, oxytocin 100%. 0.32% of 320,000 active;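 active means activation above the mean of all tested compounds plus 3 SD, cutoff set per screening run, cut at about 20% in these data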;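 further: peak over basal fluorescence ratio from a 100 s FLIPR kinetic read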
CHRM1 agonist = agonists of human M1 muscarinic receptor. AID 588814. 0.33% of 360,000 active. activation, % at 3 µM. CHO-K1 hM1, Fluo-8 calcium fluorescence, agonist mode; 0% DMSO, 100% acetylcholine EC100;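 active means activation above the run's mean compound activation plus 3 SD, cut at about 16% in these data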;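 further: peak over basal fluorescence ratio within a 140 s kinetic read after compound addition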
CHO parental Ca = counter-screen for OX1R antagonists: effect in parental CHO cells | parental CHO-K1, ATP-induced calcium, Fluo-8 fluorescence | inhibition, % at 5.6 µM | 0.63% of 330,000 active | AID 463079;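 active means inhibition above that plate's mean sample inhibition plus 3 SD, cut at about 26% in these data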;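 further: 0% = ATP-challenged DMSO wells and 100% = DMSO wells without ATP; some compounds past the cut are filed as inactive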
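test system = CHO parental line | reagent = ATP stimulus | measured by = intracellular calcium via Fluo-8 no-wash fluorescent dye | control set = ATP and no-ATP DMSO wells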
TAAR1 antag = human TAAR1 antagonism. Q96RJ0. CHO RD-HGA16 TAAR1, Fluo-8 calcium fluorescence, antagonist. inhibition, % at 3 µM. 1.5% of 360,000 active. AID 624466;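 active means inhibition above a per-plate cutoff, the mean inhibition of test compounds on that plate plus 3 SD, cut at about 49% in these data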;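 further: 0% = DMSO plus EC80 beta-PEA response and 100% = DMSO alone without agonist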
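System: RD-HGA16 CHO cells with stable hTAAR1 and Gα16 | Probe or stimulus: EC80 β-phenethylamine stimulus | Dosing: 3 µM, single point | Times: Dye loading 75 min at 37 °C, then 30 min room temperature | Measured by: Fluo-8 calcium-sensitive fluorescence | Read-out basis: % inhibition of agonist calcium response | Replicates: n of 1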
V1R ag counter = counter-screen for oxytocin receptor agonists: human V1a receptor agonists; 0.25% of 320,000 active; AID 2797; activation, % at 3 µM; CHO-V1R cells, Fluo-8 calcium fluorescence, agonist mode; 0% DMSO, 100% 3 nM vasopressin;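 active means activation above the mean activation of all tested compounds plus 3 SD, per screening run, cut at about 20% in these data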;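 further: signal is peak over basal fluorescence ratio across a 100 second FLIPR read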
CHRM1 PAM = positive allosteric modulators of human M1 muscarinic receptor. P11229. CHO-K1 hM1, Fluo-8 calcium fluorescence, ACh EC20; 0% = ACh EC20, 100% = maximal ACh. activation, % at 3 µM. 0.088% of 360,000 active; in the data active means activation above about 19%, passing the limit was not always enough
Active calls of the source: *; x = not tested or not shown.

smiles	OXTR agonist	V1R ag counter	CHO parental Ca	CHRM1 agonist	OXTR potentiator	TAAR1 antag	TAAR1 agonist	CHRM1 PAM	M1 antag
Cc1nn(C(C)C(=O)NC2C(=O)N3C(C(=O)O)=C(CSc4nnnn4C)CSC23)cc1Cl (stereo not drawn)	1.4	0.4	-9	-4	0	-14	13	11	-7
CCOC(=O)N1CCC(NC(=O)C2CCN(S(=O)(=O)N3CCCC3)CC2)CC1	-0.2	0.3	-10	-2	-3	0	6	8	-18
CC(=O)c1ccc(OCC(O)CN2CCN(S(=O)(=O)c3c(C)cc(C)cc3C)CC2)cc1 (stereo not drawn)	x	x	x	-2	x	17	6	2	4
FC(F)C(F)(F)Oc1cccc(Nc2nccn3c(-c4cc(C(F)(F)F)cc(C(F)(F)F)c4)cnc23)c1	x	x	x	-1	x	-17	0	5	-19
Nc1c2nc(-c3ccccc3)[nH]c(=O)c2nc(=O)n1-c1ccccc1	0.1	-0.5	4	-2	0	-19	0	1	-13
COc1cc(/C=C2\C(=N)N3N=C(C)SC3=NC2=O)cc(OC)c1OCCOc1ccccc1C	-1.9	-0.3	-25	-4	-11	2	-2	7	-8
C/C(=N\Nc1ccc2nncn2n1)c1cccs1	-1.0	-0.3	-14	-4	-1	-2	0	1	-1
O=C(NNc1ccccc1)C(CCO)C(=O)NNc1ccccc1	-1.2	1.4	-18	-6	-8	12	2	2	2
O=C1NC(=O)C(CC(=O)N(Cc2cccs2)C2(C(=O)NC3CCCCC3)CCCCC2)N1 (stereo not drawn)	-0.7	0.8	-4	-4	-12	-5	4	4	-15
Cc1cccc(NC(=O)CSCC(=O)N(C)Cc2ccc(Cl)c(Cl)c2)c1	-1.2	0.4	-18	-8	-7	-20	11	-8	4
c1ccc2c(-c3nn[nH]n3)cccc2c1	0.6	0.0	3	-4	-2	8	5	7	-13
COC(=O)NNC(=O)COc1ccc2ccccc2c1Br	2.7	0.9	-1	-9	-3	-8	4	6	-5
CCOc1cc(N2CCOCC2)c(OCC)cc1NC(=O)C1=COCCO1	-0.6	-0.3	-10	-2	1	1	1	5	-2
O=[N+]([O-])c1cccc(-c2ccc3nnc(SCc4cccnc4)n3n2)c1	x	x	x	-4	x	-11	-3	2	-6
O=C(COC(=O)c1ccccc1O)Nc1cccnc1Cl	-0.2	0.6	6	-1	-3	-2	1	8	3
COc1ccc(C(=O)c2cnc(/N=C/N(C)C)s2)cc1	1.4	2.6	4	0	-4	2	12	9	5
COc1ccc(NC(=O)c2cccnc2Cl)c(S(=O)(=O)N2CCOCC2)c1	1.7	0.8	1	-3	3	-12	3	16	-3
CCS(=O)(=O)Nc1ccc(C2=NN(C(=O)c3ccco3)C(c3cccc(F)c3)C2)cc1 (stereo not drawn)	0.1	1.9	-19	-8	-5	-27	14	5	6
O=C(NC(=O)c1c(F)cccc1F)O/N=C1\CCCc2occc21	1.8	1.2	-13	-3	-4	-3	2	17	-24
O=S(=O)(NCCc1cn2ccccc2n1)c1ccc(-c2ccccc2)cc1	8.6	11	-17	0	-12	-1	5	-4	4
Cc1ccc(C)c(C(=O)COC(=O)c2c(-c3ccccc3)noc2C)c1	x	x	x	-4	x	1	2	5	-9
COCCCNC(=O)Cc1c(C)c2c(cc(C)c3c(C)c(C)oc32)oc1=O	x	x	x	-4	x	-15	-1	14	-12
CCC(C)C(=O)Nc1ccc(S(=O)(=O)Nc2nccs2)cc1 (stereo not drawn)	1.7	1.1	3	-1	1	-5	1	13	-21
O=C(c1nn2c(C(F)(F)F)cc(-c3ccccc3)nc2c1Cl)N1CCN2CCCC2C1 (stereo not drawn)	x	x	x	-7	x	-12	-2	-1	-17
COc1ccc(CN(C(=O)/C=C/c2ccco2)C2CCS(=O)(=O)C2)cc1OC (stereo not drawn)	1.2	0.4	2	-1	-7	0	0	1	3
COc1ccc(-c2n[nH]c(=S)n2-c2ccccc2C)cc1OC	0.5	0.1	-2	-4	-3	8	1	12	-20
CC1(C)CC(=O)C(C2C3=C(CC(C)(C)CC3=O)OC3=C2C(=O)CC(C)(C)C3)=C(O)C1	0.3	0.9	-7	-1	-1	-23	4	0	-4
CCC(C)NC(=O)[C@H]1N2C(=O)c3c(ccc(OC)c3OC)C2SC1(C)C (stereo partly drawn)	-1.2	0.3	-22	-4	-18	-6	1	3	-7
NNC(=O)c1oc2ccccc2c1-n1cccc1	-1.4	0.0	-12	-2	-8	-3	3	6	3
COc1ccc(-n2nc(C(=O)NCC(=O)NCCc3ccc(OC)c(OC)c3)c3ccccc3c2=O)cc1Cl	-1.9	0.2	-21	-6	-7	46	14	-2	8
Clc1ccc(/C=C/c2ncc3ccccn23)cc1	-0.8	-1.7	-26	-3	-7	-16	-2	5	-12
CCNc1nc(NCC)n2c(SCc3ccc(F)cc3)nnc2n1	0.8	0.2	-1	-7	-4	-1	11	4	-14
COCCN1C(=O)c2ccc(C(=O)NCc3cccnc3)cc2C1=O	-0.7	0.9	-4	-4	-10	-4	0	-4	-10
Cc1cc(OC(C)C(=O)NCCN2CCOCC2)c2c(C)cc(=O)oc2c1 (stereo not drawn)	0.3	0.2	-5	0	-2	-4	2	5	11
CCn1cnc2sc(C(=O)Oc3cccc(C)c3)c(C)c2c1=O	0.2	0.2	-12	-8	-4	3	17	16	-5
COc1ccc2c(c1)nc(SCC(=O)c1cccs1)n2C	-0.6	-1.2	-11	-4	-9	5	10	5	-12
FC(F)(F)C(F)(F)c1nnc2ccc(-n3ccnc3)nn12	0.4	1.6	-5	-1	-3	-9	5	4	-9
CC(C)C(NC(=O)c1ccc(C(C)(C)C)cc1)C(=O)OCC(=O)NC(=O)Cc1ccccc1 (stereo not drawn)	-1.6	-0.6	-7	-10	-13	-10	6	7	-2
Cc1cccc(CC(=O)NCCN2CCOCC2)c1	2.2	0.7	1	1	-5	-10	0	16	-22
Nn1c(SCC(=O)Nc2ccc3c(c2)OCO3)nncc1=O	-0.5	-0.4	10	-4	-10	7	0	1	6
COc1ccccc1C(CC(=O)Nc1ccc(C)c(C)c1)c1ccc(OC(C)C)cc1 (stereo not drawn)	-0.1	1.6	-23	-7	-9	-3	6	4	1
Cc1cc(NC(=O)CN2C(=O)C3CC=CCC3C2=O)no1 (stereo not drawn)	-0.1	1.5	-8	-3	-6	-16	1	10	-15
CN1CCN(CC(O)COc2ccc(C(=O)O)cc2)CC1 (stereo not drawn)	2.3	-0.1	2	-5	-13	-11	1	0	-4
COc1ccccc1NC(=O)c1ccc(NS(=O)(=O)c2cccc3cccnc23)cc1	1.0	0.7	-6	4	-12	8	1	6	-3
CCOc1ccc(NC(=O)COC(=O)CSCC(=O)Nc2ccc(C)cc2C)cc1	1.4	2.4	-13	1	-4	-21	2	-4	7
Cn1cc(CN2CCc3ccccc3C2)c2ccccc21	0.2	1.3	-10	-7	-3	21	67*	6	-12
O=C(/C=C/c1ccccc1)NC(=S)NNC(=O)c1ccco1	3.1	6.9	9	-1	-9	24	43*	7	0
Cc1ccc(-c2nc(CN(CC3CCC3)CC3CCCO3)c(C)o2)s1 (stereo not drawn)	-2.4	-0.1	-7	-6	-3	-14	5	6	-3

Laid out differently: entries from further up.
COC(=O)NNC(=O)COc1ccc2ccccc2c1Br
  OXTR agonist: 2.7
  V1R ag counter: 0.9
  CHO parental Ca: -1
  CHRM1 agonist: -9
  OXTR potentiator: -3
  TAAR1 antag: -8
  TAAR1 agonist: 4
  CHRM1 PAM: 6
  M1 antag: -5
CCOc1cc(N2CCOCC2)c(OCC)cc1NC(=O)C1=COCCO1
  OXTR agonist: -0.6
  V1R ag counter: -0.3
  CHO parental Ca: -10
  CHRM1 agonist: -2
  OXTR potentiator: 1
  TAAR1 antag: 1
  TAAR1 agonist: 1
  CHRM1 PAM: 5
  M1 antag: -2
O=[N+]([O-])c1cccc(-c2ccc3nnc(SCc4cccnc4)n3n2)c1
  OXTR agonist: x
  V1R ag counter: x
  CHO parental Ca: x
  CHRM1 agonist: -4
  OXTR potentiator: x
  TAAR1 antag: -11
  TAAR1 agonist: -3
  CHRM1 PAM: 2
  M1 antag: -6
O=C(COC(=O)c1ccccc1O)Nc1cccnc1Cl
  OXTR agonist: -0.2
  V1R ag counter: 0.6
  CHO parental Ca: 6
  CHRM1 agonist: -1
  OXTR potentiator: -3
  TAAR1 antag: -2
  TAAR1 agonist: 1
  CHRM1 PAM: 8
  M1 antag: 3

Other results follow:
smiles	OXTR agonist	V1R ag counter	CHO parental Ca	CHRM1 agonist	OXTR potentiator	TAAR1 antag	TAAR1 agonist	CHRM1 PAM	M1 antag
Cc1c2c(n3c(nc4ccccc43)c1C#N)N(CCN(C)C)CC2	0.2	0.6	-13	-8	0	-7	1	3	-1
COc1ccc(OC)c(C2C3=C(CCCC3=O)Nc3nnnn32)c1 (stereo not drawn)	-0.1	0.2	-8	-5	-9	-11	2	3	-6
Cc1cc(C(=O)OCC(=O)Nc2ccc(F)cc2[N+](=O)[O-])c2ccccc2n1	-1.1	0.1	-26	-3	-3	-11	7	15	-4
CS(=O)(=O)N1CCC(Oc2ccccc2C(=O)NC2CCOC2)CC1 (stereo not drawn)	-0.5	0.5	-13	-1	-8	-5	3	5	-5
Cc1csc(C(C)NC(=O)c2ccc(OC3CCN(CCc4ccccc4)CC3)cc2)n1 (stereo not drawn)	2.1	2.7	-18	-4	-13	-13	4	0	0
CCOC(=O)C1CCN(C(=O)CC(C)c2ccccc2)CC1 (stereo not drawn)	0.5	1.4	-6	-2	-7	-26	10	7	-8
O=C(COC(=O)/C=C/c1ccccc1Cl)NCC1CCCO1 (stereo not drawn)	1.2	1.3	-10	-2	-2	-8	2	2	-8
COc1ccc([N+](=O)[O-])cc1NC(=O)C(C)OC(=O)c1cccnc1 (stereo not drawn)	-0.6	0.5	-3	-9	-12	5	2	12	-5
O=C(CSc1nnc(C2COc3ccccc3O2)o1)N1CCCc2ccccc21 (stereo not drawn)	-0.6	0.8	-29	-5	-20	20	10	-9	-5
Cc1cccc(C)c1NC(=O)NC1CCc2ccccc21 (stereo not drawn)	1.4	-0.2	3	-8	-10	-4	4	12	-10
COc1ccc(-c2nnc(Nc3ccc(OC)c(C(=O)N4CCCCC4)c3)c3ccccc23)cc1	0.2	2.2	-19	-8	13*	-23	9	0	-4
CCOC(=O)C1(CC)NC(c2cccc(F)c2)C2C(=O)N(CC)C(=O)C21 (stereo not drawn)	0.2	0.3	-3	-1	-1	-1	11	9	-15
Cc1ccc2c(CN3CC(C)CC(C)C3)cc(=O)oc2c1 (stereo not drawn)	-1.9	-0.4	-11	-9	0	-27	-2	7	-10
COc1cc(-c2[nH]ncc2CN2CCN(c3cccc(C)n3)CC2)cc(OC)c1OC	-0.6	0.3	-13	-7	2	4	-4	1	-5
